KDM5B inhibitor: Primary screen for KDM5B Histone Demethylases FDH-coupled qHTS; Lysine-specific demethylase 5B (Homo sapiens), Q9UGL1; KDM5B demethylase, FDH-coupled NADH fluorescence (FDH is formaldehyde dehydrogenase); Potency, µM (top dose mostly 57.7 µM), for the others: at the top dose activity change, negative = inhibition, usual class: inhibitors; 2.6% of 220,000 active; active means well fitted inhibition curve with a large enough effect; inconclusive means small, poorly fitted or top-dose-only effect; inactive means no such curve, though single readings can be large or run the other way; further: 0% is about no effect; nearly all actives have a fitted effect of over 70% in size
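Compound dilutions met 200 nM (final) KDM5BΔAP for 10 min at room temperature before substrate addition. The substrate mix held 12.5 µM H3K4me3 with cofactors 25 µM α-ketoglutarate and 50 µM Fe²⁺. NADH signal gain over 30 min defined activity.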
Numbers without * were called inactive; i = inactive; ? = inconclusive; [ ] = another dose, or the depositor's remark. Potency means the concentration at half of the fitted maximal effect. The list is partial; the hit share may differ from the screen's.

SMILES	KDM5B inhibitor
Cc1cccc(NC(=O)c2cccc3ncccc23)n1	-9%
CCNC(=O)NC(=O)COC(=O)c1csc(NCc2ccccc2)n1	-9%
CCCCC12CN3CC(C)(CN(C1)C3c1c(C)[nH]c(=O)[nH]c1=O)C2=O (stereo not drawn)	-29%
O=C(O)Cn1cc(C(C(=O)O)N2CCN(Cc3ccncc3)CC2)c2cc(Br)ccc21 (stereo not drawn)	1%
CCC1c2nccn2CCCN1C(=O)COc1cccc(C)c1 (stereo not drawn)	6%
Cc1nnc(Cn2c(=O)c(C#N)cn(C3CC3)c2=O)o1	29%
O=C(Nc1cccc(F)c1)N1CCC2(CC1)CC(N1CCOCC1)CCO2 (stereo not drawn)	5%
Cc1ccc(Cl)cc1NC(=O)NCc1cccn1Cc1ccc(F)cc1	-29%
CC(C)(C)c1ccc(C(=O)N(Cc2ccc(F)cc2)Cc2ccco2)cc1	?
c1ccc2cc(OCCSc3ccc4ccccc4n3)ccc2c1	-18%
COc1ccc(-c2ocnc2C(=O)Nc2cccc(Cl)c2C)cc1	-8%
COC(=O)C1=C(C)NC(=O)CC1c1cccc(Cl)c1Cl (stereo not drawn)	8%
CC1=C(c2ccc(C)cc2)S(=O)(=O)NC1=NCCCN1CCN(c2ccccc2F)CC1	1%
Cc1cc(C(=O)Nc2cccc(F)c2)c2c(C)nn(-c3cccc(Cl)c3C)c2n1	?
CC(C)NC(=O)CSc1ccccc1C(=O)Nc1ccccc1C(=O)NC1CC1	-7%
COc1cccc(N2C(=O)NC(=NC3CCCCC3)C23CCCN(C(=O)c2ccc(C)cc2)C3)c1 (stereo not drawn)	30%[activator][115 µM]
COc1ccccc1CCNC(=O)c1ccc2c(c1)c(C)c(C)n2Cc1ccc(Cl)cc1	?
Cc1ccc(CNC(=O)c2c(-c3ccccc3F)noc2C)o1	-25%
Cc1ccc(-c2nnc(Nc3ccc(C(=O)N(C)C)cc3)c3ccccc23)cc1S(N)(=O)=O	-2%
O=C(NC1CCCc2c1[nH]c1ccccc21)c1ccccc1 (stereo not drawn)	?
CCN(CC(=O)NCc1cccs1)C(=O)C1CC(=O)N(c2ccc(OC)cc2OC)C1 (stereo not drawn)	0%
COC(=O)c1cc(OC(=O)CCc2ccc(OC)c(Br)c2)cc(C(=O)OC)c1	7%
O=C1CCCCC(Cc2cccnc2)(C(=O)O)N1 (stereo not drawn)	0%
CCC(CNC(=O)c1ccc(C(=O)OC)cc1)c1ccccc1 (stereo not drawn)	11%
CCCCc1ccc(NC(=O)C2(C)Cc3ccccc3C(=O)O2)cc1 (stereo not drawn)	0%

Random excerpt: 2 compounds from above
SMILES	KDM5B inhibitor
O=C1CCCCC(Cc2cccnc2)(C(=O)O)N1 (stereo not drawn)	0%
Cc1cc(C(=O)Nc2cccc(F)c2)c2c(C)nn(-c3cccc(Cl)c3C)c2n1	?

Going on with the list.
SMILES	KDM5B inhibitor
Cc1noc(C)c1C(=O)NC1CCCc2c1[nH]c1ccccc21 (stereo not drawn)	?
Cc1ccc(C(=O)N(C)C2CCc3ccccc32)cc1 (stereo not drawn)	16%[86.2 µM]
CCN(CC)S(=O)(=O)c1cccc(NC(=O)c2ccccc2OCc2cn3ccccc3n2)c1	-16%
Cc1cccc(Cc2c(C)nc(Nc3nc(C)c4cc(C)ccc4n3)[nH]c2=O)c1	3%
CCOc1cc(C(=O)Oc2ccccc2OC)cc(Br)c1OC	18%
O=C(C[C@@H]1O[C@H](CNCc2cccc(Cl)c2)[C@@H](O)[C@H]1O)Nc1ccccc1	34%[activator][86.2 µM]
Clc1ccc(OCCN2CCN(Cc3nc(C4CC4)no3)CC2)cc1	-11%
COCC(=O)N1CCC(C(NC(=O)c2ccc(F)cc2)C(=O)N2CCCC2)CC1 (stereo not drawn)	9%
COc1ccc(OC(=O)c2ccc(OC)c(Br)c2)cc1	7%
CC1(Cc2ccc3c(c2)OCO3)CCCN(C(=O)c2ccc3ncsc3c2)C1 (stereo not drawn)	17%
CN1Cc2cccn2CC1CNC(=O)NC1CCCCC1 (stereo not drawn)	28µM*
COc1ccccc1CNC(=O)C1=C(c2ccccc2)c2cc(Cl)ccc2S(=O)(=O)N1C	-22%
COC(=O)COc1ccc(C(=O)N[C@@H]2CN(C(=O)NC(C)C)CCC[C@H]2O)cc1	25%[86.2 µM]
CCCN(c1ccc(C(C)C)cc1)S(=O)(=O)c1ccc2c(c1)CCN2C(=O)CC	-27%
O=C(NCCn1cc(SCc2ccccc2F)c2ccccc21)c1cccs1	-30%
Cc1ccc2nc(C)cc(C(=O)O)c2c1	13%
Cc1ccc(NC(=O)CN(C)C(=O)c2ccc3c(c2)nnn3C2CCCC2)cc1	-12%
CSc1ccc(C2=NN(S(=O)(=O)c3ccccc3)C(c3ccc4nccnc4c3)C2)cc1 (stereo not drawn)	-12%
O=C(NC1CCCN(c2cc(-c3ccccc3)[nH]n2)C1)c1ccc2c(c1)OCO2 (stereo not drawn)	-21%
CCOC(=O)COc1ccc2c(=O)c(-c3ccc(Cl)cc3)c(C)oc2c1	14%
Cc1ccccc1NC(=O)c1ccc2c(Cl)c3c(nc2c1)CCCC3	11%
CCc1nc(-c2c3n(c(=O)n(CC(=O)NC4CCCC4)c2=O)CCCCC3)no1	13%
CN(C(=O)[C@@H]1C[C@H](c2ccc(F)cc2)N([S+](=O)([O-])C2CC2)C1)c1ccccc1	-8%[86.2 µM]
O=C(Nc1ccc2oc(-c3ccc(F)cc3)nc2c1)c1ccccc1Cl	-13%
CCc1ccccc1NC(=O)CCNS(=O)(=O)c1ccc2c(c1)CCN2C(=O)C1CC1	3%

3 of the entries above in order of their number in KDM5B inhibitor, descending.
SMILES	KDM5B inhibitor
COC(=O)C1=C(C)NC(=O)CC1c1cccc(Cl)c1Cl (stereo not drawn)	8%
Cc1ccc(-c2nnc(Nc3ccc(C(=O)N(C)C)cc3)c3ccccc23)cc1S(N)(=O)=O	-2%
Cc1cccc(NC(=O)c2cccc3ncccc23)n1	-9%

KDM5B inhibitor: hit marks shown above
SMILES	KDM5B inhibitor
CN1Cc2cccn2CC1CNC(=O)NC1CCCCC1 (stereo not drawn)	28µM*

For reference, three of the compounds above.
SMILES	KDM5B inhibitor
CC1(Cc2ccc3c(c2)OCO3)CCCN(C(=O)c2ccc3ncsc3c2)C1 (stereo not drawn)	17%
CN1Cc2cccn2CC1CNC(=O)NC1CCCCC1 (stereo not drawn)	28µM*
COc1ccccc1CNC(=O)C1=C(c2ccccc2)c2cc(Cl)ccc2S(=O)(=O)N1C	-22%

Continued.
SMILES	KDM5B inhibitor
COc1ccc(OC)c(CNC(=O)C2CCN(c3ncnc4c3nc3n4CCCCC3)CC2)c1	3%
CC(=O)Nc1cc(-c2cn(C)c(=O)n3cc(COc4ccc(Cl)cc4)nc23)ccn1	?
CN(Cc1ccccc1)C(=O)Cn1ncc2c3ccccc3n(Cc3cccc(Cl)c3)c2c1=O	-14%
O=C(Cc1ccc(Cl)cc1)N1CCC(N2CCCCCC2=O)CC1	15%
COc1ccc(-c2ccc(C(=O)N[C@@H]3COCC[C@H]3OC)o2)cc1	i
O=C1CO[C@H]2CN(Cc3ccc4c(c3)OCO4)C[C@H]2N1c1ccccc1	-36%[86.2 µM]
COc1ccc(Cn2cc(-c3ccc(F)c(C(N)=O)c3)cn2)cc1	-20%
O=C(CN(C(=O)c1csnn1)c1ccc(Cl)cc1)NC1CCCC1	28%
CC1=C(C(=O)OC2CCCC2)C(c2c(Cl)cccc2Cl)CC(=O)N1 (stereo not drawn)	-12%
O=C1NCCN(Cc2ccc(F)cc2)C1CC(=O)N1CC=C(c2ccccc2)CC1 (stereo not drawn)	-29%
O=c1nc2n(-c3ccccc3F)c3ccccc3cc-2c(=O)[nH]1	?
CCC(C)c1ccc(-c2csc(NC(=O)C3CCN(C(=O)c4ccoc4)CC3)n2)cc1 (stereo not drawn)	-24%
O=C(Nc1cnc2ccccc2c1)c1ccccc1Cl	7%
CNC(NC(=O)c1ccc(F)cc1)C(Cl)(Cl)Cl (stereo not drawn)	18%
COc1ccc2c(Cl)c(C(=O)OCC(=O)Nc3ccccc3F)sc2c1Cl	9%
Cc1ccc(CNC(=O)N2C[C@@H](Oc3cccnc3)C[C@H]2C(=O)N2CCCC2)cc1	1%
COc1ccc2cc(C(=O)NCC(=O)Nc3c(C)cc(C)cc3C)c(C)nc2c1	-5%
Cc1noc(/C=C/c2ccccc2F)c1S(=O)(=O)N1CCC(C(=O)N(C)Cc2ccco2)CC1	?
CC(OC(=O)c1ccc(CS(C)(=O)=O)cc1)C(=O)c1ccc(Cl)cc1 (stereo not drawn)	4%
O=C(NCCC1=CCCCC1)c1ccc2c(c1)N(Cc1cccc(Cl)c1)C(=O)c1ccccc1S2=O (stereo not drawn)	?
Cc1noc(C)c1S(=O)(=O)N(C)CC(=O)Nc1ccc(C(C)(C)C)cc1	0%
BrCCC1CCCCN1 (stereo not drawn)	-23%
O=C(CN1CCCN(S(=O)(=O)c2ccc(Br)cc2)CC1)Nc1cccc(C(F)(F)F)c1	?
COCCNC(=O)C1COC2(CCN(C(=O)c3ccc(OC)cc3)CC2)N1C(=O)c1ccc(C)cc1 (stereo not drawn)	-7%
CCC(C)C(=O)OC(C(=O)NC(N)=O)C(C)C (stereo not drawn)	13%
(further entries)
SMILES	KDM5B inhibitor
Cc1ccc(NC(=O)N2CCc3c(C(=O)N(C)C)cccc32)cc1	18%
COc1ccc(NC(=O)Nc2nnc(N3CCCCCC3)s2)c(OC)c1	-4%
CCC(=O)N1C[C@@H](Oc2ccccc2)C[C@@H]1C(=O)NCCOC	0%
CCN(Cc1coc(-c2cccc(F)c2)n1)C(C)COC (stereo not drawn)	5%
COc1ccc(CC(=O)Nc2nc3c(s2)C[C@@H]2[C@](C)(CO)[C@H](O)CC[C@@]2(C)[C@@H]3CC(=O)NCCNC(C)=O)cc1	-4%
COc1cccc([S+](=O)([O-])N2CC3ON=C(C(=O)O)C3C2)c1 (stereo not drawn)	24%[149 µM]
Cc1ccc(CN2CCC(N3CCCC(C(=O)NC4CC4)C3)CC2)cc1 (stereo not drawn)	-16%
Cc1ncsc1CCC(=O)N1CCC2(CCNCC2)CC1	-26%
Cc1cn2cc(C(=O)NCc3cn4c(n3)SCC4)ccc2n1	?
C=C(Cl)COC(=O)c1ccc2[nH]c(C)c(C)c2c1	-32%
Cc1ncc2c(c1CNC(=O)CC(C)c1ccccc1)CCNC2 (stereo not drawn)	?
CCC(=O)N1CCCCCNC(=O)[C@@H]2CCC[C@@H]21	-14%
NC(=O)[C@@H](Cc1c[nH]c2ccccc12)NC(=O)[C@H]1CN(C(=O)c2cccc(F)c2)CCN1C(=O)c1cccs1	18%
OCC1CN(C2CCC2)CC12CCN(Cc1ccc(F)cc1)CC2 (stereo not drawn)	?
C/C(=N\OC(=O)c1ccc(OC(C)C)cc1)c1ccc(C(C)C)cc1	20%
COCCc1noc([C@@H]2CC(F)(F)CN2C(=O)c2ccc(C)cn2)n1	12%
Cc1cc(C)n2c(Nc3ccc4c(c3)OCCO4)c(-c3ccc(Cl)cc3)nc2n1	19%
Cc1ccc(N(CC(O)Cn2c3ccccc3c3ccccc32)S(=O)(=O)c2ccc(F)cc2)cc1 (stereo not drawn)	14%
Cn1cccc1CC(=O)NNC(=S)NC(=O)c1ccc(F)cc1	-22%
COc1ccc(-c2nc(SCC(=O)NCCCc3ccccc3)n[nH]2)cc1	-20%
CCOc1cc(/C=C/C(=O)c2ccc(C3CCCCC3)cc2)ccc1OC	-6%
Cc1cc(S(=O)(=O)N(C)CC2CCOC2)ccc1Cl (stereo not drawn)	10%
O=C(c1cccnc1)N1CCC(Oc2cccc(F)c2)C1 (stereo not drawn)	-11%
COc1cccc(Nc2ncc(-c3ccccc3OC)c3c2OCC3)c1	?
CC(C)(C)c1cc(Cc2cc(C(C)(C)C)c(O)c(C(C)(C)C)c2)cc(C(C)(C)C)c1O	30%
Following part.
SMILES	KDM5B inhibitor
N#Cc1ccsc1NC(=O)CSc1nnc(-c2ccccc2F)n1C1CCCCC1	-3%
COCc1nncn1C1CCN(S(=O)(=O)c2cc(Cl)ccc2OC)CC1	5%
CN1CCN(C(c2ccc(F)cc2)c2sc3nc(-c4ccco4)nn3c2O)CC1 (stereo not drawn)	3%
O=C(CCc1c[nH]c2ccccc12)Oc1ccc2ccc(=O)oc2c1	i
O=C(O)C1=CC(c2ccc(Br)cc2)n2ncnc2N1 (stereo not drawn)	?
Cc1cc2oc(=O)cc(CN3CCN(Cc4ccccc4)CC3)c2cc1Cl	6%
COc1ccc(C(=O)N2CCCN(c3cc(-c4ccccc4)[nH]n3)CC2)c(C)c1	-19%
COc1cc(NC(=O)Cn2c(-c3ccc(F)cc3)nc(C)c(CCO)c2=O)cc(OC)c1	1%
COCCn1c(=O)n([C@H]2CCCN(C(=O)c3cc(C)n(C)n3)C2)c2ncccc21	18%
Cc1cc(C)cc(NC(=O)Cn2c(N3CCOCC3)nc(C)cc2=O)c1	9%
CCOc1ccc(CNC(=O)CCS(=O)(=O)c2cc3c4c(c2)CCN4C(=O)CC3)cc1	-23%
COc1ccc(C(=O)N2CCC3(CC2)OCC(C(=O)NC2CC2)N3C(=O)c2cccc(C)c2)cc1 (stereo not drawn)	-18%
COc1cc(NC(=O)c2ccccc2F)c(OC)cc1NC(=O)CN1CCCCC1	?
COc1ccc2[nH]c(C)c(CCNC(=O)c3cc4cc(Cl)ccc4oc3=O)c2c1	10%
